# FEN1 inhibitor = inhibitors of human flap endonuclease 1; Potency, µM (series often up to 114 µM), without a hit: at the top dose activity change, negative = inhibition, most hits filed as inhibitors; Recombinant FEN1 flap cleavage, fluorescence, 15 min; 0.35% of 390,000 active; AID 588795; P39748; further: nearly all actives have a fitted effect of over 65% in size
# Target sequence (P39748 whole entry, looked up): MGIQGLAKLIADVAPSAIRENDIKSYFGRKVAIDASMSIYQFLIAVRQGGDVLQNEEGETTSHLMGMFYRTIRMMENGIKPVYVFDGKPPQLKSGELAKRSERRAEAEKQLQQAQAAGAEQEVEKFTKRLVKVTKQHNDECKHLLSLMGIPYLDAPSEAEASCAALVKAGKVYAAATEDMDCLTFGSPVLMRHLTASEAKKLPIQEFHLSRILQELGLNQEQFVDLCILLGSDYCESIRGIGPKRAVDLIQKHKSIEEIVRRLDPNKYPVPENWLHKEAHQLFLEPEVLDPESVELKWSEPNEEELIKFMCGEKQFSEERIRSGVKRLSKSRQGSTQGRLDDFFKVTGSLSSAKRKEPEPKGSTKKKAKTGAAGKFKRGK
#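 Steps: FEN1 (10 nM) dispensed; compound added by pin tool; 15 min at room temperature; substrate added to 50 nM final; reads at 0 min and 15 min; data normalized and fitted (four-parameter Hill).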
# N370S GC = inhibitors or activators of N370S glucocerebrosidase for Gaucher disease | N370S GC spleen homogenate, 4MU-glucoside fluorescence | Potency, µM (top dose mostly 59.4 µM), inactives show top-dose activity change, negative = inhibition, hits mostly inhibitors | 0.092% of 330,000 active | AID 2101;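 further: 0% = full enzyme activity and -100% = no enzyme basal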
# TDP1 block = TDP1 (human) enzyme inhibition | Potency, µM (highest dose often 130 µM), for inactives: at the highest dose activity change, negative = inhibition, usual class: inhibitors | recombinant TDP1, AlphaScreen DNA substrate cleavage | Q9NUW8 | 0.28% of 350,000 active | AID 485290; further: nearly all actives have a fitted effect of over 40% in size
# Target sequence (Q9NUW8 whole entry, looked up): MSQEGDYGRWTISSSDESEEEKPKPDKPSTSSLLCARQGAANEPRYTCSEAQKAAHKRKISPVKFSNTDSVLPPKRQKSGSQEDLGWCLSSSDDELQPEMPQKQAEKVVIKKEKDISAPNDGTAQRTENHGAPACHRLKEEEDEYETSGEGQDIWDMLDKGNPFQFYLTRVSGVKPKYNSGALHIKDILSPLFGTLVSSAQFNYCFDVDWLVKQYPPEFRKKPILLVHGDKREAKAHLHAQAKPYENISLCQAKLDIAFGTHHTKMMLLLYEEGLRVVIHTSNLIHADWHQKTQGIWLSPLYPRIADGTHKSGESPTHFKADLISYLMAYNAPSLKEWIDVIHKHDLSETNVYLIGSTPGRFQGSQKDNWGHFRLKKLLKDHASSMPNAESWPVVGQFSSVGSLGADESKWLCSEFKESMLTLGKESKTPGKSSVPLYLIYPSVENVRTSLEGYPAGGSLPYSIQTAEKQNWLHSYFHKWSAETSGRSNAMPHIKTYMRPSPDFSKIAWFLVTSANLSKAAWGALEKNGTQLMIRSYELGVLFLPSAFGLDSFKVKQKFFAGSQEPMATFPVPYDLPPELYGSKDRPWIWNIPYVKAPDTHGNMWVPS
#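 Here, a 5' biotin and 3' phosphotyrosine-FITC DNA oligonucleotide reports Tdp1 activity: intact substrate bridges AlphaScreen beads, while cleavage leaves a 3' phosphate and drops signal. All incubations at room temperature.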
# Numbers without * were called inactive; ? = inconclusive; nt = no result given; & = joins results of further samples; [ ] = dose if it differs, or a comment. The call rests on the fitted dose curve; in most records, active means well fitted curve in the direction sought with a large enough effect; inconclusive means small, poorly fitted or top-dose-only effect, or another doubt; inactive means no such curve, though single readings can be large; an effect the other way counts as inactive or inconclusive. Unless noted, on the % scale 0 is the no-effect control and ±100 the full control effect; potency means the concentration at half of the fitted maximal effect.
# The line under a structure holds: FEN1 inhibitor | N370S GC | TDP1 block
- CCOC(=O)COc1ccc(Br)cc1/C=C/c1[nH]c(=O)[nH]c(=O)c1[N+](=O)[O-]
  ? | 5% | -5%
- O=C(c1cn(-c2ccccc2)nc1-c1cccs1)N1CCN(c2ccccc2)CC1
  -17% | 6% | 7%
- CC(NC(=O)C(=O)Nc1nccs1)c1ccccc1 (stereo not drawn)
  8% | -3% | 6%
- CCCc1nnc(SCC(=O)Nc2ccc(OC)cc2)o1
  12% | -3% | 11%
- O=C(NC(=S)Nc1cccc(O)c1)C1CCCCC1
  -9% | nt | 2%
- COc1ccc(NS(=O)(=O)c2cc(N/C(=N\S(=O)(=O)c3ccccc3)c3ccc(F)cc3)ccc2Cl)cc1
  -19% | 3% | 3%
- COC(=O)c1ccc(NC(=O)CSCc2ccccc2)cc1
  -13% | 8% | 2%
- CCOc1cc(C2C(C(=O)OC)=C(C)NC3=C2C(=O)c2ccccc23)ccc1OC (stereo not drawn)
  7% | nt | 16%
- COc1ccc(C(=O)Oc2ccc[nH]c2=O)cc1
  -2% | 14% | 7%
- CC(C)Cn1c(N)c(C(=O)COC(=O)C2=COCCO2)c(=O)n(C)c1=O
  -12% | -1% | 5%
- Cc1c(Cl)cccc1-n1c(SCC(=O)NCc2ccccc2)nc2n[nH]c(C)c2c1=N
  9% | nt | -1%
- COc1ccc(-c2cc(-c3nnc(COC(=O)c4ccc(O)cc4)o3)c3ccccc3n2)cc1OC
  -15% | -5% | -1%
- CC1Oc2ccccc2N(CC(=O)Nc2ccc3c(c2)OCO3)C1=O (stereo not drawn)
  -11% | -13% | 3%
- CCN(CC(=O)Nc1ccc(NC(C)=O)cc1)C(=O)c1oc2ccccc2c1C
  -5% | 0% | 0%
- Oc1ccc(/C=C/c2ccnc3ccccc23)cc1
  2% | -2% | 5%
- Cc1cc(NC(=O)CCN2CCC(C(N)=O)CC2)ccc1Br
  -5% | nt | -7%
- CCOC(=O)c1cnn(-c2cc(Oc3ccccc3C)ncn2)c1N
  -7% | 4% | 3%
- COc1cccc(Nc2sc(C(=O)c3ccc(Cl)cc3)c(N)c2C(=O)NCCc2ccc(OC)c(OC)c2)c1
  -15% | nt | 1%
- O=C(C#Cc1ccccc1)Nc1ccccc1F
  -9% | -10% | nt
- CCN(CC)S(=O)(=O)c1ccc(N2CCOCC2)c(NC(=O)c2ccc(C#N)cc2)c1
  4% | 7% | 8%
- COc1ccc(CC(=O)Nc2ccc(S(=O)(=O)N3CCCC3)cc2)c(OC)c1
  -16% | nt | 1%
- Cn1c(=O)[nH]c(=O)c2c1nc(Br)n2CCCO
  2% | 8% | 6%
- Cc1ccc(NC(=O)c2nc(S(C)(=O)=O)ncc2N(Cc2ccco2)Cc2ccco2)cc1C
  -17% | nt | 3%
- O=C(COC(=O)[C@@H]1CCCN1S(=O)(=O)c1ccccc1F)NCc1ccc2c(c1)OCO2
  -11% | nt | 2%
- O=C1NC(Cc2c[nH]c3ccccc23)C(=O)N1CCOc1ccc(F)cc1 (stereo not drawn)
  -10% | -20% | 10%
- Cc1ccc(CNc2cc(C(=O)O)ccc2C)s1
  -5% | -6% | nt
- Cc1ccn2cc(CNS(=O)(=O)c3ccc4c(c3)OCCO4)nc2c1
  -1% | 11% | 3%
- CCN1CCN(c2ccc(NC(=O)c3ccc(OC)c(S(=O)(=O)N4CCCC4)c3)cc2)CC1
  -11% | nt | 1%
- Cc1ccc(C(=O)COC(=O)c2n[nH]c(=O)c3ccccc23)cc1
  -3% | ? | 5%
- Cc1ccc(C(=O)OCCOc2cccc(Cl)c2)cc1S(=O)(=O)N1CCOCC1
  0% | -2% | -3%
- CCOC(=O)c1nn(-c2ccc3ccccc3c2)cc1O
  9% | 1% | -15%
- CC(NS(=O)(=O)c1ccc2c(c1)oc(=O)n2C)c1ccccc1 (stereo not drawn)
  -10% | -3% | 11%
- O=c1cc(O)nc(SCc2ccccc2)n1-c1ccccc1
  -16%&3% | -1%&1% | 6%&1%
- CCCn1nnc(NC(=O)Cc2ccc(Cl)cc2)n1
  4% | 0% | 3%
- Cc1ccccc1C(=O)c1cccn1CC(=O)NCCCN1CC(C)CC(C)C1 (stereo not drawn)
  1% | -1% | 1%
- COc1ccc(C2=C(C)C(N3CCC(C(=O)NCc4ccco4)CC3)=NS2(=O)=O)cc1
  20% | nt | 1%
- CNC(=O)c1ccc2nc(CCc3ccccc3)oc2c1
  -5% | nt | 4%
- O=c1ccc2cc(S(=O)(=O)Nc3ccccc3F)ccc2o1
  3% | -4% | 6%
- CCc1cccc(C)c1NC(=O)c1ccc(CN2CCc3ccccc3C2)cc1
  5% | -11% | 3%
- COc1cc(OC)c(C2=NOC(C(=O)N3CCCc4ccccc43)C2)cc1Cl (stereo not drawn)
  -23% | 15% | 8%
- O=C(CCN1C(=O)c2ccccc2S1(=O)=O)Nc1cc(Cl)ccc1Cl
  5% | 1% | 4%
- Cc1ccc(N(CC(=O)NC2CCCCC2)C(=O)CCCC(=O)Nc2ccccn2)cc1
  -3% | -2% | -11%
- Fc1ccc(-c2n[nH]c(=S)c3ccccc23)cc1
  -4% | -4% | 5%
- Cc1ccc(C(=O)NNC(=O)c2cccs2)cc1
  -1% | 1% | 3%
- N#CC1(NC(=O)COC(=O)c2cccc(-n3cnnn3)c2)CCCCC1
  6% | -1% | -4%[0.505 µM]
- CCCOc1ccc(CSC(CC(=O)O)C(=O)O)cc1 (stereo not drawn)
  0% | 0% | 4%
- CCNC(=S)NNC(=O)c1ccc(OC)cc1
  7% | -17% | -3%
- OCC[C@@H]1C[C@@H](O)[C@H](O)[C@]2(Cc3ccccc3CO2)O1
  -6% | -1% | nt
- CCCC1(C(=O)OCC)NC(c2ccc(N(C)C)cc2)C2C(=O)N(c3ccc(OCC)cc3)C(=O)C21 (stereo not drawn)
  -5% | -3% | 6%
- Cc1ccccc1COC(=O)c1cc([N+](=O)[O-])ccc1N1CCOCC1
  2% | 2% | 5%
- COc1ccc(O)c(/C=c2/sc3nc4cc(C)c(C)cc4n3c2=O)c1
  -17% | ? | 3%
- Cc1nn(C(=O)c2ccco2)c(C)c1Sc1ccccc1
  0% | 16% | 1%
- O=C(N/N=C/C=C/c1ccccc1[N+](=O)[O-])c1ccncc1
  7% | -3% | 0%
- O=Cc1ccc(-n2cc(C=O)c3ccccc32)cc1
  -15% | 11% | 9%
- CC(=O)Cn1c(CN2CCCCC2)nc2ccccc2c1=O
  -2% | 11% | 9%
- N#Cc1ccc(C(=O)OCCCc2cc3ccccc3c(=O)o2)cc1
  -12% | nt | 0%
- Cc1cccc(C)c1OCC(=O)N/N=C/c1cccnc1
  7% | 3% | -10%
- COc1cc(NC(=O)COC(=O)CSc2cc(C)ccc2C)c(C)cc1[N+](=O)[O-]
  -2% | 11% | 3%
- CCOc1ccc2[nH]c3c(c2c1)CNCC3
  9% | -10% | nt
- C=CCn1c(=NC(=O)c2sc3ccccc3c2Cl)sc2cc(S(N)(=O)=O)ccc21
  -14% | 7% | -3%

# Whole records as entered above:
# `Cc1ccccc1COC(=O)c1cc([N+](=O)[O-])ccc1N1CCOCC1` is listed with FEN1 inhibitor = 2%; N370S GC = 2%; TDP1 block = 5%
# `COc1cc(NC(=O)COC(=O)CSc2cc(C)ccc2C)c(C)cc1[N+](=O)[O-]` is listed with FEN1 inhibitor = -2%; N370S GC = 11%; TDP1 block = 3%

# Following part
# The line under a structure holds: FEN1 inhibitor | N370S GC | TDP1 block
- Cn1cc(S(=O)(=O)c2ccc(Cl)cc2)c(=O)c2cc(F)c(N3CCCC3)cc21
  -7% | nt | -6%
- CCSc1nn2c(=O)c3ccccc3nc2s1
  -5% | -12% | 4%
- COc1ccc(OC)c(-n2c(SCC(=O)N3CCc4ccccc43)nc3c(c2=O)SCC3)c1
  16% | 2% | 3%
- CC(=O)c1ccc(N2CCN(C(=O)CCNC(=O)Cn3ccc4ccccc4c3=O)CC2)cc1
  12% | 3% | 11%
- CC1=CCC[C@@H]2[C@@](C)(CC/C(C)=C/C(=O)O)[C@H](C)CC[C@@]12C
  ? | 11% | 5%
- COc1ccc2cc3cc(C(=O)NCCN4CCN(c5ccccc5F)CC4)oc3nc2c1
  -18% | 4% | 0%
- CC1=C(C(N)=O)C(c2ccc(C(C)C)cc2)n2nc(SCc3ccccc3F)nc2N1 (stereo not drawn)
  -4% | nt | 6%
- CCN(CC)C(=O)CSc1nc2c(sc(=S)n2-c2ccccc2)c(=O)[nH]1
  -10% | -2% | 3%
- COc1ccc(-c2cc3nc(C)cc(C)n3n2)cc1
  4% | nt | -3%
- CCOC(=O)c1sc(C)c2c1NC1(CCCCCC1)NC2=O
  5% | -10% | -3%
- O=S(=O)(c1ccc(OC(F)(F)F)cc1)N1CCC(O)(c2cccc(C(F)(F)F)c2)CC1
  ? | -1% | nt
- CCC(=O)Nc1cc(-c2cn3cccnc3n2)ccc1OC
  -2% | nt | 4%
- COc1ccccc1C1=NS(=O)(=O)N(C)C(C(=O)Nc2cc(OC)c(OC)c(OC)c2)=C1
  0% | nt | 3%
- Cc1ccc(S(=O)(=O)N(C)c2ccccc2C(=O)Nc2c(F)cccc2F)cc1
  2% | 2% | 0%
- CCCCC(=O)Nc1ccc(OCc2cc(=O)n3ccc(C)cc3n2)cc1
  0% | nt | 3%
- Cc1ccc(C)c(NC(=O)C(NS(=O)(=O)c2ccc3c(c2)CCC(=O)N3)c2ccccc2)c1 (stereo not drawn)
  -7% | nt | 5%
- Cc1ccc(NC(=O)C2C(c3ccccc3)C2(Cl)Cl)c(C)c1 (stereo not drawn)
  0% | -7% | 2%
- CCOC(=O)c1cnn(CCOC(=O)c2ccc(OC)cc2)c1NC(=O)c1ccc(OC)cc1
  -5% | -3% | 8%
- COC(=O)N(NC(=O)C(O)(C(C)C)C(C)C)c1ccccc1
  -3% | 3% | 0%
- O=C(CSc1nc2c(oc3ccccc32)c(=O)n1-c1ccccc1F)Nc1ccccc1
  -3% | nt | -1%
- C=CCN1CC(O)=C(c2ccccc2)C1=N
  3% | 3% | -2%
- Cc1[nH]nc2c1C(c1ccsc1)C(C#N)=C(N)O2 (stereo not drawn)
  0% | nt | 3%
- CO[C@@H]1C=CO[C@]2(C)Oc3c(C)c(O)c4c(O)c(c(C=NN5CCN(C)CC5)c(O)c4c3C2=O)NC(=O)C(C)=CC=C[C@H](C)[C@H](O)[C@H](C)[C@H](O)[C@H](C)[C@H](OC(C)=O)[C@H]1C
  nt | 7%[21.6 µM] | 12%[21 µM]

# Shown bar-delimited: 20 of the compounds above
structure | FEN1 inhibitor | N370S GC | TDP1 block
Cn1cc(S(=O)(=O)c2ccc(Cl)cc2)c(=O)c2cc(F)c(N3CCCC3)cc21 | -7% | nt | -6%
CCSc1nn2c(=O)c3ccccc3nc2s1 | -5% | -12% | 4%
COc1ccc(OC)c(-n2c(SCC(=O)N3CCc4ccccc43)nc3c(c2=O)SCC3)c1 | 16% | 2% | 3%
CC(=O)c1ccc(N2CCN(C(=O)CCNC(=O)Cn3ccc4ccccc4c3=O)CC2)cc1 | 12% | 3% | 11%
CC1=CCC[C@@H]2[C@@](C)(CC/C(C)=C/C(=O)O)[C@H](C)CC[C@@]12C | ? | 11% | 5%
COc1ccc2cc3cc(C(=O)NCCN4CCN(c5ccccc5F)CC4)oc3nc2c1 | -18% | 4% | 0%
CC1=C(C(N)=O)C(c2ccc(C(C)C)cc2)n2nc(SCc3ccccc3F)nc2N1 (stereo not drawn) | -4% | nt | 6%
CCN(CC)C(=O)CSc1nc2c(sc(=S)n2-c2ccccc2)c(=O)[nH]1 | -10% | -2% | 3%
COc1ccc(-c2cc3nc(C)cc(C)n3n2)cc1 | 4% | nt | -3%
CCOC(=O)c1sc(C)c2c1NC1(CCCCCC1)NC2=O | 5% | -10% | -3%
O=S(=O)(c1ccc(OC(F)(F)F)cc1)N1CCC(O)(c2cccc(C(F)(F)F)c2)CC1 | ? | -1% | nt
CCC(=O)Nc1cc(-c2cn3cccnc3n2)ccc1OC | -2% | nt | 4%
COc1ccccc1C1=NS(=O)(=O)N(C)C(C(=O)Nc2cc(OC)c(OC)c(OC)c2)=C1 | 0% | nt | 3%
Cc1ccc(S(=O)(=O)N(C)c2ccccc2C(=O)Nc2c(F)cccc2F)cc1 | 2% | 2% | 0%
CCCCC(=O)Nc1ccc(OCc2cc(=O)n3ccc(C)cc3n2)cc1 | 0% | nt | 3%
Cc1ccc(C)c(NC(=O)C(NS(=O)(=O)c2ccc3c(c2)CCC(=O)N3)c2ccccc2)c1 (stereo not drawn) | -7% | nt | 5%
Cc1ccc(NC(=O)C2C(c3ccccc3)C2(Cl)Cl)c(C)c1 (stereo not drawn) | 0% | -7% | 2%
CCOC(=O)c1cnn(CCOC(=O)c2ccc(OC)cc2)c1NC(=O)c1ccc(OC)cc1 | -5% | -3% | 8%
COC(=O)N(NC(=O)C(O)(C(C)C)C(C)C)c1ccccc1 | -3% | 3% | 0%
O=C(CSc1nc2c(oc3ccccc32)c(=O)n1-c1ccccc1F)Nc1ccccc1 | -3% | nt | -1%
